# NPY-Y2 PAM-ag = potentiates or activates human NPY-Y2 receptor | 0.45% of 220,000 active | cells expressing NPY-Y2, potentiator/agonist read-out | activation, % at 3.6 µM; in the data active means activation above about 27%;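 further: cells stimulated with NPY near EC25 plus isoproterenol at EC100; 0% = vehicle plus submaximal agonist and 100% = vehicle plus saturating agonist; some results beyond the cut were filed as inactive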
# Target sequence (P49146 whole entry, looked up): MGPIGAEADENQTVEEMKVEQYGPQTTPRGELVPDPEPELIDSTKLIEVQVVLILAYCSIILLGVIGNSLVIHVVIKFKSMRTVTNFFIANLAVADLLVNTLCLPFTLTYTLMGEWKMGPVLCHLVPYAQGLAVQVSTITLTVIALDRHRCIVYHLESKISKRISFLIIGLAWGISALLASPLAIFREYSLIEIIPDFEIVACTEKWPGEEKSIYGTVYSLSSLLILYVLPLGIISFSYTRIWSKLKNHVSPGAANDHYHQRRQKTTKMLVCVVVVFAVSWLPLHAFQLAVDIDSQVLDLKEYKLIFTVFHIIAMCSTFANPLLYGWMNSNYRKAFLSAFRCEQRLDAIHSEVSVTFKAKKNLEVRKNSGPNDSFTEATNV
# EP2 mod = modulates human prostaglandin E2 receptor EP2 signaling; induction, % at 25 µM; 0.83% of 260,000 active; P43116; AID 940; EP2-expressing cells, cAMP HTRF FRET, PGE2 co-stimulation;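 active means compounds whose cAMP rise, as percent of the full-agonist control response, exceeds 60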;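 further: rat C6 glioma line stably carrying human EP2 under a CMV promoter; the protocol text gives 20 µM as final concentration; 100% = response of wells given 1 µM PGE2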
# TRPML3 ag = activates the human TRPML3 channel. Q8TDD5. HEK293 TRPML3-YFP, Fluo-8 calcium fluorescence; 100% = the carbachol control signal. activation, % at 3 µM. 0.29% of 220,000 active. AID 1448;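 active means activation above its plate's cutoff, the mean activation of the plate's test wells plus 3 SD, cut at about 12% in these data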;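 further: 0% = DMSO only wells and 100% = carbachol wells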
#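 Material: TRPML3-YFP stable HEK293 cells | Dosing: One concentration, 3 µM nominal, 0.3% DMSO | Timing: 125 s total fluorescence read per well | Technique: Fluo-8 calcium dye fluorescence, ex 470-495, em 515-575 nm | Measure: Percent activation from peak-to-basal fluorescence ratio, scaled between DMSO and carbachol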
# S1P4 antag = antagonists of human S1P4 receptor; O95977; S1P4-expressing cells, antagonist mode, reporter read-out; inhibition, % at 4.98 µM; 0.26% of 220,000 active; in the data active means inhibition above about 29%;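 further: 0% = wells stimulated with agonist and 100% = vehicle wells without agonist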
# CHOP inh = CHOP inhibition in unfolded protein response; CHO-K1 CHOP-promoter luciferase, tunicamycin-induced, 15-18 h; inhibition, % at 10 µM; 3.8% of 220,000 active;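 active means compounds that reduced the stress-induced luciferase reporter signal by more than about 70% of percent inhibition, limit read from the data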;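 further: 0% = tunicamycin plus vehicle and 100% = wells without tunicamycin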
# NPY-Y1 PAM-ag = potentiators or agonists of human neuropeptide Y receptor Y1; NPY-Y1 expressing cells, potentiator/agonist activation; activation, % at 3.6 µM; 0.37% of 220,000 active; AID 1304; in the data active means activation above about 33%, passing the limit was not always enough;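 further: cells stimulated with NPY at EC10 then isoproterenol at EC100; 0% = low agonist plus stimulus and 100% = saturating agonist plus stimulus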
# Target sequence (P25929 whole entry, looked up): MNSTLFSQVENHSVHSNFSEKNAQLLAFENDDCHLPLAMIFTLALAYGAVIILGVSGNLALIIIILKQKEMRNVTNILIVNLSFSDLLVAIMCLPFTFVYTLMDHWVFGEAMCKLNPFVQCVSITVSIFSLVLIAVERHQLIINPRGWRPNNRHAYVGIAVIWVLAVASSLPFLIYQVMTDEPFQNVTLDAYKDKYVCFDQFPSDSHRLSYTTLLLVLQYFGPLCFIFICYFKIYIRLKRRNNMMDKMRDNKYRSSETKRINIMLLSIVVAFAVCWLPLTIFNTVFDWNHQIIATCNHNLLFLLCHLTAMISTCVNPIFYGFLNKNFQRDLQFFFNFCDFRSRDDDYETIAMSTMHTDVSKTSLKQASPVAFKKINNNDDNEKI
# S1P4 agonist = agonists of human S1P4 receptor; activation, % at 4.98 µM; S1P4-expressing cell line, agonist reporter assay; AID 1509; 0.35% of 220,000 active; in the data active means activation above about 11%;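 further: 0% = DMSO vehicle and 100% = reference agonist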
# NPY Y1 blocker = antagonists of human neuropeptide Y receptor Y1 | HEK293-CNG Y1 cells, membrane potential fluorescence; NPY at EC95, then isoproterenol | inhibition, % at 3.6 µM | 1% of 200,000 active | AID 1040;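 active means inhibition above the campaign mean inhibition of all tested compounds plus 3 SD, cut at about 20% in these data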;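 further: 0% = DMSO wells given NPY plus isoproterenol and 100% = isoproterenol alone without NPY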
#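 Material: HEK293 cells with Y1 receptor plus CNG channel; times: compound incubation 1 h at room temperature, readout 45 min post-stimulation; signal: fluorescence, membrane potential probe; read-out basis: fluorescence ratio normalized to % inhibition between controls; benchmarks: full-block control isoproterenol-only wells, zero-block control NPY plus isoproterenol wells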
# TRPN1 ag = zebrafish TRPN1 (NompC) channel agonism | HEK293 zebrafish TRPN1-YFP, Fluo-8 calcium fluorescence; 100% = response to 87 µM carbachol | activation, % at 3 µM | 0.18% of 220,000 active | AID 1424;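 active means activation above its plate's cutoff, the mean activation of test wells on that plate plus 3 SD, cut at about 19% in these data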;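 further: 0% = DMSO alone and 100% = 87 µM carbachol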
#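 Assay system: Zebrafish TRPN1-YFP in HEK293 cells | Incubation: Dye loading 1 h at 37 °C, then 30 min room temperature | Measured by: Kinetic Fluo-8 fluorescence, ex 470-495, em 515-575 nm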
# * hit, by the source's call; . = no result given; & = joins results of further samples.
# Values in the order – NPY-Y2 PAM-ag	EP2 mod	TRPML3 ag	S1P4 antag	CHOP inh	NPY-Y1 PAM-ag	S1P4 agonist	NPY Y1 blocker	TRPN1 ag
- COC(=O)c1ccc(S(=O)(=O)N2CCC(C(N)=O)CC2)n1C
→ 14	20	1.0	3	8	19	0.6	.	0.7
- O=C(Nc1ccc2c(c1)OCO2)N1CCN(c2ncc(C(F)(F)F)cc2Cl)CC1
→ 2	36	1.2	-12	51	-3	1.4	13	0.1
- COc1ccc(Cl)cc1NS(=O)(=O)c1ccc(OC)c(OC)c1
→ 1	8	1.8	-10	16	13	0.7	-10	0.9
- Nc1ncn(C(=O)c2ccco2)n1
→ 7	20	0.3	6	-1	12	-0.6	6	0.1
- Cc1ccc(C(C(=O)NC2CCCCC2)N(Cc2cccnc2)C(=O)C2COc3ccccc3O2)o1 (stereo not given)
→ 2	-3	-0.3	5	-1	8	2.1	7	-1.8
- COCCNC(=O)CN(C(=O)CCC(=O)Nc1nccs1)c1ccccc1OC
→ -21	11	0.4	2	13	4	1.4	-1	0.3
- C/C(CC(=O)Nc1cccc(C(F)(F)F)c1)=N\NC(=O)C1CCCCC1
→ 15	-2	0.2	-1	36	9	-1.0	2	0.1
- COc1cccc(-c2cc(C(=O)Nc3ccc(OC)c(OC)c3)no2)c1
→ -2	-14	0.1	8	-10	-22	0.0	3	2.0
- OC(CNCCc1ccc(Cl)cc1)COCc1ccco1 (stereo not given)
→ -3	41	0.2	-7	12	-25	0.9	7	2.1
- CCn1c(N2CCN(C(=O)NC3CCCCC3)CC2)nc2ccccc21
→ -4	-2	1.1	-11	28	-12	0.9	5	0.5
- Cc1cccc(Nc2nc(N)nc(CN3CCN(Cc4ccc5c(c4)OCO5)CC3)n2)c1
→ 1	-35	0.5	4	47	-12	0.6	3	1.0
- O=C(NC1CCCCC1)N1CCCC(c2nc(-c3ccc(S(=O)(=O)N4CCCC4)cc3)no2)C1 (stereo not given)
→ 3	-9	0.4	12	17	6	0.6	15	2.3
- Cc1cc(C(=O)NC2Cc3ccccc3C2)c(C)o1
→ 13	-12	0.3	6	-20	1	0.7	.	0.2
- Cn1ncc(C#N)c1/N=C/N1CCCC1
→ -3	9	0.2	-8	6	7	3.0	-4	-0.7
- COC(=O)c1[nH]c2ccccc2c1NC(=O)C(C)N1CCN(C(=O)c2ccco2)CC1 (stereo not given)
→ -2	-13	0.3	-18	1	12	0.3	9	-0.3
- O=[N+]([O-])c1nn(-c2ccccc2)[n+]([O-])c1N1CCN(c2ccccc2F)CC1
→ -1	28	0.9	7	-5	-3	-1.5	2	1.3
- Cc1cc(C)c(-c2cc(NC(=O)CSc3nncn3C)n(-c3ccccc3)n2)cc1C
→ -3	-11	-1.0	-10	29	4	1.7	-4	-0.1
- O=C(CCCC(=O)N(c1ccc2c(c1)OCCO2)C(C(=O)NC1CCCCC1)c1ccc(Cl)cc1)Nc1ccccn1 (stereo not given)
→ -10	10	1.1	-4	-8	-1	-0.8	1	1.0
- CN(CC(=O)Nc1ccccc1C(=O)N1CCCC1)S(=O)(=O)c1ccc(Br)cc1
→ 13	15	0.5	-12	64	8	3.5	9	-0.8
- CCOC(=O)N1CCC(NC(=O)C2CCN(c3nc(-c4ccc(OC)cc4)no3)CC2)CC1
→ -5	0	1.8	-1	38	-1	1.1	-1	1.3

# Individual results from above.
# Entry of `Cc1cccc(Nc2nc(N)nc(CN3CCN(Cc4ccc5c(c4)OCO5)CC3)n2)c1` under NPY Y1 blocker: 3
# Entry of `Cc1cc(C)c(-c2cc(NC(=O)CSc3nncn3C)n(-c3ccccc3)n2)cc1C` under NPY Y1 blocker: -4
# Entry of `O=C(Nc1ccc2c(c1)OCO2)N1CCN(c2ncc(C(F)(F)F)cc2Cl)CC1` under S1P4 antag: -12

# The list continues:
# Values in the order – NPY-Y2 PAM-ag	EP2 mod	TRPML3 ag	S1P4 antag	CHOP inh	NPY-Y1 PAM-ag	S1P4 agonist	NPY Y1 blocker	TRPN1 ag
- CC1CN(C(=O)Cn2cnc3c2c(=O)n(C)c(=O)n3C)CC(C)O1 (stereo not given)
→ -9	11	0.3	-5	11	-11	-1.6	1	-0.7
- CCCCCCc1cc2cc(C(=O)Nc3cccc(OC)c3)c(=O)oc2cc1O
→ 6	-36	0.3	-22	64	-23	1.5	10	1.3
- COc1ccc(-n2c(C)cc(C(=O)Cn3nnc4ccccc4c3=O)c2C)cc1
→ -2	34	0.6	0	-13	14	-1.2	4	0.3
- CC1C2=C(CC(C)(C)CC2=O)NC2=C1C(=O)CC(C)(C)C2
→ 4	-10	0.5	-4	-11	6	18*	1	-1.3
- CCCC1CCC(C2=N/C(=C\c3ccc(OC)c(OC)c3)C(=O)O2)CC1 (stereo not given)
→ 5	45	0.3	-6	0	-27	-1.8	2	-0.3
- CCCC(C(=O)NC1CCCCC1)N(CC1CCCO1)C(=O)CNS(=O)(=O)c1ccc(F)cc1 (stereo not given)
→ 2	4	0.1	-8	7	11	1.7	-2	-0.2
- CCOC(=O)COn1c(=O)c(C)[n+]([O-])c2ccccc21
→ 19	17	0.0	-13	-9	-14	1.6	0	-1.2
- CNC(=S)NNC(=O)CNc1ccc(C)c(Cl)c1
→ -9	-4	0.1	-9	40	1	-0.6	8	0.2
- O=C(CCNS(=O)(=O)c1ccc(Cl)cc1)N1CCC2(O)CCCCC2C1 (stereo not given)
→ 0	7	1.2	10	13	-7	-1.5	-10	0.6
- COc1cccc(/C=N/NC(=O)c2ccc(OCc3cccc(Br)c3)cc2)c1
→ -18	-39	0.1	-2	3	-36	-1.2	19	-0.2
- COc1ccc(Cn2ccnc2CO)cc1[N+](=O)[O-]
→ 1	23	1.5	-26	4	9	1.5	7	-0.1
- COc1ccc(O)c(C2=Nc3ccccc3N=C(c3ccccc3)C2)c1
→ -22	17	0.6	9	-1	-8	1.5	.	1.0
- CCN(CC)CC(=O)NN=C(c1ccccc1)c1ccccc1
→ 3	16	-0.1	-14	-2	10	-1.4	3	0.5
- O=Nc1c(O)n(Cc2ccccc2)c2ccccc12
→ 6	41	-0.6	-5	15	17	1.9	.	-2.2
- Cc1nn(Cc2ccccc2)c(C)c1NC(=O)c1cc(-c2ccc3c(c2)OCO3)on1
→ -1	-13	0.7	-6	55	-12	0.9	0	0.4
- COc1ccc(C(=O)Nc2nc(-c3ccc([N+](=O)[O-])cc3)c(-c3ccc(OC)cc3)s2)cc1
→ 15	17	0.6	-15	-8	11	-0.2	4	1.1
- COc1ccc(C2CC(c3ccc(OC)cc3)n3nc(N)nc3N2)cc1 (stereo not given)
→ -3	.	-0.2	-8	.	1	0.8	10	1.7
- CCOC(=O)CCC(NC(=O)CCCCCCCC(=O)NC(CCC(=O)OCC)C(=O)OCC)C(=O)OCC (stereo not given)
→ -7	17	0.1	-15	-11	6	0.0	-1	2.1
- CC(C)(O)C(O)COc1c2ccoc2cc2oc(=O)ccc12 (stereo not given)
→ 2	-6	0.6	-7	7	-6	0.1	0	0.9
- C/C(CC(=O)NCc1ccco1)=N\NC(=O)COc1ccc(Cl)cc1Cl
→ -9	-55	0.4	16	2	-6	-2.4	-1	-1.2
- CC(C)Cn1c(N)c(C(=O)COC(=O)c2cc(-c3ccccc3)nc3ccccc23)c(=O)n(C)c1=O
→ 0	16	0.3	0	52	-20	1.8	-3	1.8
- CCNc1ccc(C(=O)OC(C(=O)NC(N)=O)C(C)C)cc1[N+](=O)[O-] (stereo not given)
→ -23	0	0.5	2	11	-8	-4.0	12	1.2
- CC(C)(C)c1nnc2sc(SCCN3C(=O)c4ccccc4C3=O)nn2c1=O
→ 2	12	0.3	-11	-6	-10	-2.6	-1	1.4
- Cc1nn(Cc2ccccc2)c(C)c1C(=O)NCCN1C(=O)S/C(=C\c2ccccc2)C1=O
→ 9	2	0.4	-11	9	-6	-0.3	-3	0.4
- Cn1nnnc1SCC(=O)NCC(=O)c1ccccc1
→ -11	0	0.2	-7	-37	-17	-1.7	1	-0.5
- CC1=C(C(=O)NCCN2CCOCC2)C2(CCC(C)CC2)OC1=O (stereo not given)
→ -4	23	0.4	-3	20	1	1.4	-5	-1.1
- O=C(CCN1C(=O)c2ccccc2C1=O)Nc1ccc(F)cc1
→ 5	6	0.7	-5	32	-16	1.1	-2	-0.6
- c1ccc(-c2csc3nnc(SCc4ccc5c(c4)OCO5)n23)cc1
→ -8	20	-0.9	-1	46	6	-2.3	6	-1.9
- COc1ccc(Oc2ncnc3c2ncn3Cc2ccccc2)cc1
→ -9	3	-0.3	-25	14	-12	1.4	3	-1.2
- CCOC(=O)C1CCN(C(=O)C2CCN(S(=O)(=O)c3cc(Cl)ccc3Cl)CC2)CC1
→ 1	-17	1.3	2	-19	-30	0.5	-2	2.7
- CN(C)CCCN(C(=O)c1ccc(N2C(=O)CCC2=O)cc1)c1nc2c(F)cccc2s1
→ -1	-24	0.7	-10	4	1	-0.1	9	1.3
- Cc1ccccc1NC(=O)COC(=O)c1cc(=O)c2ccccc2o1
→ -3	17	1.0	-22	1	17	1.6	1	0.1
- COc1ccc(NC(=S)NCC(c2ccco2)N2CCCC2)cc1 (stereo not given)
→ 8	-26	0.6	14	24	-1	-0.6	11	-0.4
- COCCNC(=O)c1nc2ccccc2s1
→ -4	23	0.3	-35	5	-11	2.1	-2	-1.8
- CC1CCN(C(=O)CSCc2ccc(Cl)cc2)CC1
→ -11	4	-0.1	-15	-5	-9	2.9	4	-0.3
- COc1ccc(CCNC(=O)C(NS(=O)(=O)c2ccc3c(c2)CCN3C(C)=O)C(C)C)cc1OC (stereo not given)
→ -24	-4	0.0	3	4	-10	-0.9	10	0.7
- CCOC(=O)C1(C)C=C(Nc2ccccc2)C(=O)N1c1ccccc1 (stereo not given)
→ -3	62*	-0.9	-28	26	10	1.9	1	-2.0
- CC(C)Cn1cnc2c1c(=O)n(CC(=O)Nc1ccc3c(c1)OCO3)c(=O)n2Cc1ccccc1
→ -4	2	-0.9	-1	15	8	1.0	4	0.3
- CC(=O)N1CCN(c2ccc(OC[C@H]3CO[C@](Cn4ccnc4)(c4ccc(Cl)cc4Cl)O3)cc2)CC1
→ 24&18	19&-22	1.8&1.2	-11&-10	8&1&43	32&23	0.8&0.9	-1&-7	3.6&5.5
- CC(C)c1nc(SCC(=O)c2ccccc2)c2c(=O)n(C)c(=O)n(C)c2n1
→ -3	12	0.1	-1	46	6	-0.5	-3	0.1
- COc1ccc(-c2cc(C(F)F)n3ncc(C(=O)n4ccnc4C)c3n2)cc1
→ -7	-20	-0.8	1	-324	-4	0.0	1	-1.6
- O=C(/C=C/c1ccc(-c2cccc([N+](=O)[O-])c2)o1)N1CCOCC1
→ -2	1	0.2	8	-11	26	-1.5	.	0.8

# Bioassay records (PubChem)
